IDE act: human IDE activators in live cells, primary screen, fluorescence polarization, HEK cells, FAbeta-B substrate. AID 493087, 2011. activation, % at 5.96 µM. Insulin-degrading enzyme (Homo sapiens), P14735. FAbeta-B cleavage; 0% vehicle, 100% cell-free pure enzyme wells. 340,000 compounds, 0.073% hits;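 active means activation above the mean of all tested compounds plus 3 SD, set per screening campaign, cut at about 17% in these data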
Target sequence (P14735 whole entry, looked up): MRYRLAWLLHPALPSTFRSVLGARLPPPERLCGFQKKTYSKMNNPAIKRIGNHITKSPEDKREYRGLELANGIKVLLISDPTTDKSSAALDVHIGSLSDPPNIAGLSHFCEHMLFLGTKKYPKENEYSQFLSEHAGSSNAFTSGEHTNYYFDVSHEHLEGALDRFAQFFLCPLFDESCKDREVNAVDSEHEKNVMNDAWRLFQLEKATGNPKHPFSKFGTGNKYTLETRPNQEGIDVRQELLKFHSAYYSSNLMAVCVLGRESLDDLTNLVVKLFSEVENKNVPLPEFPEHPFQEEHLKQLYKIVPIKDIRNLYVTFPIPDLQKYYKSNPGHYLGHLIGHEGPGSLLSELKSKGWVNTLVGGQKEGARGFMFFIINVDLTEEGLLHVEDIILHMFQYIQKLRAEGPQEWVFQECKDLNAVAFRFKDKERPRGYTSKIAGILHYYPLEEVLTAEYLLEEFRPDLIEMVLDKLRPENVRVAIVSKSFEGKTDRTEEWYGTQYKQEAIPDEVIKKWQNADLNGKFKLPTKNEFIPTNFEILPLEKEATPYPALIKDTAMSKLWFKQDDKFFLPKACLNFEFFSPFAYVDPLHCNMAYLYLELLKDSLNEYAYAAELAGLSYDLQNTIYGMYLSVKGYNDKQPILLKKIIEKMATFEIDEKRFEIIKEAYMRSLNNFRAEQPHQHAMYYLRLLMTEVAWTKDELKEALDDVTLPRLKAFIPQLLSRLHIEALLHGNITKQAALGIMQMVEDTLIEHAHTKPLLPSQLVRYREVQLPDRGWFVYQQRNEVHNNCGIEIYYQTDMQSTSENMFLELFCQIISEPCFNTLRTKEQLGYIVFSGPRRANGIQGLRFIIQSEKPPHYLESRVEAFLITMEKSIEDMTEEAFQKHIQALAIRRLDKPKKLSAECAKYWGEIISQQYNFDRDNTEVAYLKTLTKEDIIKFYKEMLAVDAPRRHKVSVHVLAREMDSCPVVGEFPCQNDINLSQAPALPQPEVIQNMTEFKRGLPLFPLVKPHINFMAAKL
IDE cell inh: human IDE inhibitors in live cells, primary screen, fluorescence polarization, HEK cells, FAbetaB substrate. 320,000 compounds, 0.41% hits. inhibition, % at 5.59 µM. FAbetaB cleavage. AID 434962, 2010. Insulin-degrading enzyme (Homo sapiens), P14735;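 active means percent inhibition above the average of all tested compounds plus 3 SD, set per screening campaign, cut at about 16% in these data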;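 further: IDE supplied by intact live HEK cells; FP after avidin binding of uncleaved biotin substrate so inhibition keeps polarization high; 0% = DMSO wells and 100% = 60 µM reference IDE inhibitor Ii1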
The depositor's hits bear a star. The list is partial (hit frequency here may not be typical).

Every second line gives: IDE act	IDE cell inh
O=S(=O)(NC1=NCCC1)c1cccc(NC(=S)Nc2ccc(OC(F)F)cc2)c1
    0.0	4.3
CC1CCCN(C(=O)COC(=O)Cc2c[nH]c3ccccc23)C1 (stereo not given)
    2.6	3.6
COc1ccccc1-c1sc2ccccc2c1-c1ccc(Br)nc1
    -2.7	4.8
COc1ccc(C(=O)NCCc2ccc(C(F)(F)F)cc2)cc1S(=O)(=O)N1CCOCC1
    -3.3	1.5
O=C(CSc1cc(Cl)ccc1Cl)Nc1ccc(N2CCOCC2)cc1
    6.3	-5.2
COc1ccc(NC(=O)CN(C)CC(=O)Nc2ccc(C)c(S(=O)(=O)N3CCCCC3)c2)cc1
    0.7	3.2
CCOC(=O)[C@H]1[C@H]2COc3ccc(Cl)cc3[C@@H]2N2C(=O)c3cc(Br)ccc3NC(=O)[C@@]12C
    0.6	6.3
O=C(NCc1ccc2c(c1)OCO2)c1ccc2c(c1)S(=O)(=O)c1ccccc1C2=O
    -4.5	-5.7
CC(=O)C[C@H](O)CC(=O)[C@H]1OC(=O)CCCCC/C=C/Cc2ccccc21
    5.9	5.4
Cc1cc(C)c(S(=O)(=O)N2CCCCC2CCNC(=O)C(=O)NC2CC2)c(C)c1 (stereo not given)
    4.2	5.2
CC(=O)Nc1ccc(NC(=O)COC(=O)C2CCCCC2)cc1
    0.6	1.0
COc1ccc(-c2c(-c3ccccc3OC)oc3ccccc23)cn1
    2.0	0.1
COC(=O)c1ccccc1S(=O)(=O)N1CCC(C(=O)N2CCC2)CC1
    -0.3	3.0
O=C(NCC(c1cccs1)N1CCOCC1)c1cc2ccccc2oc1=O (stereo not given)
    1.2	0.0
COc1ccc(COC(=O)C2CCN(S(=O)(=O)c3ccc(Cl)cc3)CC2)cc1
    -0.6	1.1
O=C(NNC(=O)C1CC(=O)N(c2ccc3c(c2)OCCO3)C1)c1ccc(F)cc1 (stereo not given)
    2.4	-10.0
CC(=O)Nc1ccc2nc(NC(=O)CS(=O)(=O)c3ccccc3)sc2c1
    4.2	2.4
COc1ccc(-c2oc(=O)c3cc(OC)c(OC)cc3c2C#C[C@]2(O)CC[C@H]3[C@@H]4CCc5cc(OC)ccc5[C@H]4CC[C@@]32C)cc1
    -0.5	-3.4
CC(C)(C)[C@H]1COC(=O)CCC/C=C/C[C@H](CC(=O)NCCO)C(=O)N1
    4.8	2.2
CCOc1ccc(CCNC(=O)CN2C(=O)NC3(CCc4ccccc43)C2=O)cc1OCC (stereo not given)
    4.7	-1.2
COc1ccccc1NC(=O)c1ccc(NC(=O)COC(=O)c2cncc(Br)c2)cc1
    -4.5	-3.3
Cc1cc(Cn2nnc3ccccc32)c(O)c(C(C)(C)C)c1
    2.3	2.3
CC(C)c1ccc(CN2CCN(C(=O)CSc3nnnn3C3CC3)CC2)cc1
    0.4	2.8
Cc1cc(Br)c(NC(=O)C(C)Sc2nnnn2C)c(Br)c1 (stereo not given)
    3.1	8.1
Cc1cc(Br)c(OCc2ccc(C(=O)N/N=C/c3ccc[nH]3)cc2)c(Br)c1
    3.9	5.5
CC(C)=CCc1c(O)cc2c(c1O)C(=O)CC(c1ccccc1)O2 (stereo not given)
    4.4	10.2
Cc1noc(C)c1C(=O)OCC(=O)Nc1ccccc1SCC#N
    2.8	-1.8
COc1ccc(C(=O)NC2CCN(Cc3ccccc3)C2)cc1S(=O)(=O)N1CCOCC1 (stereo not given)
    3.7	-0.6
O=C(NCCOc1ccccc1F)c1cccc(S(=O)(=O)N2CCN(c3ccccc3)CC2)c1
    2.7	7.0
COC(=O)c1ccc(C)c(NC(=O)CSc2nc3[nH]c(=O)cc(O)c3s2)c1
    3.4	-0.9
CC(NC(=O)c1ccc(NC(=O)CC2SC(N3CCCC3)=NC2=O)cc1)c1ccc(F)cc1 (stereo not given)
    3.2	-7.8
Cc1cc(C)cc(NC(=O)COC(=O)CCC2CCCC2)c1
    5.0	1.7
Cc1ccc(C(=O)N[C@H](C(=O)NC2CCCCCCC2)C(C)C)cc1
    6.7	-4.4
CCN(c1nc(N)c(C(=O)N=C(N)N)nc1Cl)C(C)C
    6.0	0.1
CCOCc1c(C(=O)NCc2ccccc2CN2CCCC2)oc2ccccc12
    0.0	-0.7
CN(CC(=O)Nc1ccccc1Cl)C(=O)CCc1nc2ccccc2c(=O)[nH]1
    0.3	5.8
CNCCC(Oc1ccccc1OC)c1ccccc1 (stereo not given)
    -0.7	3.8
CN(C)c1ccc(O)c2c1CC1CC3[C@@H](N(C)C)C(=O)C(C(N)=O)C(=O)[C@]3(O)C(=O)C1C2=O (stereo not given in full)
    0.4	4.9
Cn1c(SCC(=O)c2ccccc2)ncc(C(=O)Nc2ccc(F)cc2)c1=O
    3.9	-8.6
O=C(COC(=O)CNC(=O)c1cccc(Br)c1)Nc1nnc(-c2ccccc2)o1
    3.3	5.8

5 entries out of the list above, sorted by the number in IDE act, descending:
Every second line gives: IDE act	IDE cell inh
O=C(COC(=O)CNC(=O)c1cccc(Br)c1)Nc1nnc(-c2ccccc2)o1
    3.3	5.8
CC(NC(=O)c1ccc(NC(=O)CC2SC(N3CCCC3)=NC2=O)cc1)c1ccc(F)cc1 (stereo not given)
    3.2	-7.8
CN(C)c1ccc(O)c2c1CC1CC3[C@@H](N(C)C)C(=O)C(C(N)=O)C(=O)[C@]3(O)C(=O)C1C2=O (stereo not given in full)
    0.4	4.9
CN(CC(=O)Nc1ccccc1Cl)C(=O)CCc1nc2ccccc2c(=O)[nH]1
    0.3	5.8
CCOCc1c(C(=O)NCc2ccccc2CN2CCCC2)oc2ccccc12
    0.0	-0.7

Remaining list, next part.
Every second line gives: IDE act	IDE cell inh
CCC1(c2ccc(F)cc2)NC(=O)N(CC(=O)Nc2cc(C)on2)C1=O (stereo not given)
    6.5	0.5
CC1c2cccn2CCN1S(=O)(=O)c1ccc(F)cc1 (stereo not given)
    0.2	-0.1
O=C(COC(=O)C1CCCO1)Nc1nc(-c2ccc(F)cc2)cs1 (stereo not given)
    -3.2	3.2
Cc1cc(OCC(=O)OCC(=O)NCc2ccc3c(c2)OCO3)ccc1Cl
    -0.9	5.3
O=C(COC(=O)CCSc1ccccc1)Nc1ccccc1Br
    2.9	1.1
CC(=O)OCC(=O)[C@@]12OC(C)(C)O[C@@H]1CC1C3C[C@H](F)C4=CC(=O)C=CC4(C)[C@@]3(F)C(O)CC12C (stereo not given in full)
    0.7	-4.1
OC[C@H]1OC(O)[C@H](O)[C@@H](O)[C@H]1O (stereo not given in full)
    1.6	-1.1
CCOC(=O)C1=C(COC(=O)CCc2ccccc2)NC(=O)NC1C (stereo not given)
    3.3	2.3
COCCNC(=O)c1onc(CS(=O)(=O)c2cc(C)cc(C)c2)c1C(=O)NCCOC
    -2.4	-6.0
CC(OC(=O)C1CCCC1)C(=O)Nc1ncc(Cl)cc1Cl (stereo not given)
    6.1	-2.8

An excerpt from above in order of heavy-atom count, smallest number first.
Every second line gives: IDE act	IDE cell inh
O=C(COC(=O)CCSc1ccccc1)Nc1ccccc1Br
    2.9	1.1
CCC1(c2ccc(F)cc2)NC(=O)N(CC(=O)Nc2cc(C)on2)C1=O (stereo not given)
    6.5	0.5
CC(=O)OCC(=O)[C@@]12OC(C)(C)O[C@@H]1CC1C3C[C@H](F)C4=CC(=O)C=CC4(C)[C@@]3(F)C(O)CC12C (stereo not given in full)
    0.7	-4.1

(continued)
Every second line gives: IDE act	IDE cell inh
Nc1cc(C(Cl)=C(Cl)Cl)c(S(N)(=O)=O)cc1S(N)(=O)=O
    -0.5	-7.9
NC(=O)C1CCCN(C(=O)c2ccc(S(=O)(=O)N3CCCCCC3)cc2)C1 (stereo not given)
    7.5	-2.4
NC(=O)c1ccc(NC(=O)COC(=O)CNC(=O)c2sc3ccccc3c2Cl)cc1
    -6.1	-0.1
COc1ccccc1NS(=O)(=O)c1ccc(C(=O)N2CC(C)OC(C)C2)cc1 (stereo not given)
    7.4	-3.0
CCN1C(=O)[C@H]2[C@@H](c3ccc(-c4cc(C(C)=O)cs4)cc3)N[C@@](Cc3ccccc3)(C(=O)OC)[C@H]2C1=O
    1.3	-1.4
O=C(CCNC(=O)c1ccccc1Cl)NCc1cccnc1
    0.3	-10.8
CCCCn1c(N)c(N(CC(C)C)C(=O)C2CCN(S(=O)(=O)c3ccc(C)cc3)CC2)c(=O)[nH]c1=O
    0.1	0.4
COc1ccc(NC(=O)c2ccc3ccccc3c2OC)cc1
    7.3	3.4
CC(C)CCN1CCC(C)(NC(=O)c2ccccc2)C1=O (stereo not given)
    2.0	-2.2
O=C(NC(=S)NCc1ccc(Cl)cc1Cl)c1ccco1
    -1.0	5.1
COc1ccc(C(CNC(=O)c2sccc2C)N2CCOCC2)cc1 (stereo not given)
    -5.9	4.8
O=C(CN1C(=O)NC2(CCCC2)C1=O)Nc1cc(C(F)(F)F)ccc1N1CCOCC1
    0.8	4.4
CCCCn1c(N)c(N(CC)C(=O)C2=NN(c3ccccc3)C(=O)CC2)c(=O)[nH]c1=O
    3.4	1.4
O=C(OCc1nnc(-c2ccc([N+](=O)[O-])cc2)o1)C1CC(=O)N(CCc2ccccc2)C1 (stereo not given)
    1.1	2.8
CCN(CC(=O)NCc1cccs1)C(=O)c1cc(=O)[nH]c2ccccc12
    -3.3	2.4
COc1ccc(-c2coc3cc(O[C@@H]4O[C@H](CO)[C@@H](O)[C@H](O)[C@H]4O)ccc3c2=O)cc1
    2.0	1.0
O=C(NCCCN1CCOCC1)c1cccc(S(=O)(=O)NCc2ccccc2)c1
    4.9	-3.1
CC(=O)c1cccc(NC(=O)C(C)OC(=O)Cc2c[nH]c3ccccc23)c1 (stereo not given)
    3.9	0.4
N#CCCN(C(=O)COC(=O)CCNS(=O)(=O)c1ccccc1)c1ccccc1
    4.6	-3.0
CCN(CC)CCn1c2c(c(SCC(=O)Nc3nccs3)nc1=O)CCCC2
    6.0	2.4
Cc1cc[n+](CC[n+]2ccc(C)cc2)cc1
    6.0	4.3
CCCCNc1c(-c2cccc(Sc3ccc(OC)cc3)c2)nc2ccccn12
    2.6	1.0
O=C(CCNC(=O)c1ccc([N+](=O)[O-])cc1)Nc1cc(Cl)ccc1N1CCOCC1
    1.3	-4.8
Cc1noc(C)c1S(=O)(=O)N(C)C[C@H]1Oc2c(NC(=O)NC(C)C)cccc2C(=O)N([C@H](C)CO)C[C@@H]1C
    0.1	-3.3
CCNC(=S)N1CCN(S(=O)(=O)c2ccc(Cl)s2)CC1
    1.5	2.7
CC1(c2ccc(Cl)cc2)NC(=O)N(CC(=O)N2CCc3ccccc32)C1=O (stereo not given)
    4.5	-0.2
O=C(NNC(=O)c1ccccc1O)c1ccc(Cl)c(S(=O)(=O)N2CCc3ccccc32)c1
    -2.0	-6.0
O=c1ccc(S(=O)(=O)N2CCCC2)cn1Cc1nc(-c2ccccc2)no1
    -3.0	-3.8
CCCCn1c(N)c(N(CC(C)C)C(=O)C2CC(=O)N(c3ccc4c(c3)OCCO4)C2)c(=O)[nH]c1=O (stereo not given)
    -0.1	6.6
COC(=O)C1=C(C)N(CC2CC2)C(=O)N[C@H]1c1ccccc1
    3.0	-2.7
COc1ccc(S(=O)(=O)NCCCc2ccccc2)cc1
    3.6	2.4
CC1CCC2(CC1)NC(=O)N(CC(=O)Nc1ccc(C(N)=O)cc1)C2=O (stereo not given)
    2.9	-2.7
NNC(=O)c1cc(NS(=O)(=O)c2cccs2)cc(NS(=O)(=O)c2cccs2)c1
    2.1	-1.2
COC(=O)[C@]1(Cc2ccccc2)N[C@H](CN(C)C(=O)NC(C)C)[C@@H]2C(=O)N(C)C(=O)[C@@H]21
    5.8	-3.6
Cc1ccsc1C(=O)OCC(=O)NCc1ccc(Cl)cc1
    -1.9	-2.0
O=C(COC(=O)/C=C/c1ccc(Br)o1)Nc1cccc(S(=O)(=O)N2CCOCC2)c1
    3.0	-4.3
COc1cccc(NC(=O)NCc2ccccc2Cl)c1
    2.4	4.2
COc1cccc([C@@H]2CC=C(C(=O)O)[C@H](c3ccccc3)N2S(=O)(=O)c2ccc(C)cc2)c1
    3.8	-6.9
CCOc1ccc(NC(=O)C2=NN(c3ccccc3)C(=O)CC2)cc1S(=O)(=O)N1CCCCC1
    0.8	6.8
CCOC(=O)c1ccc(N2Cc3ccccc3C2=NC(=O)c2cccc([N+](=O)[O-])c2)cc1
    5.0	-1.2
O=C(Nc1cccc(-c2ccc(N3CCOCC3)nn2)c1)c1ccccc1
    -2.4	-5.0
O=S(=O)(NCCCCNS(=O)(=O)c1ccc(F)cc1)c1ccc(F)cc1
    2.5	-4.5
Cc1ccc(NC(=O)CSc2nc(N)cc(=O)[nH]2)cc1S(=O)(=O)N1CCCCCC1
    1.8	4.9
CSc1ncccc1C(=O)Nc1ccc2c(c1)OCCO2
    4.0	3.0
COC(=O)[C@@]12CCCN1[C@H](c1ccc(-c3ccccc3)c(OC)c1)[C@H]1C(=O)N(C)C(=O)[C@H]12
    5.0	3.0
CCOC(=O)C(C#N)(Cc1cc(OC)cc(OC)c1)Cc1cc(OC)cc(OC)c1
    1.4	3.8
COC(C[C@H](O)C[C@H](O)[C@@H](C)OCc1ccccc1)OC
    2.0	0.8
Cn1c(N)c(C(=O)COC(=O)/C=C/c2cccc(C(F)(F)F)c2)c(=O)n(C)c1=O
    4.2	-0.8
CCCn1c(N)c(N(CCOC)C(=O)c2cc(Cl)nc3ccccc23)c(=O)[nH]c1=O
    0.2	1.9
CC(=O)O[C@H]1[C@@H](O)[C@H](O)[C@H](Oc2c(O)c(C)c3c4c2[C@@H](C)CC[C@@H]4[C@@H](C)C[C@H]3C=C(C)C)O[C@H]1C
    11.0	0.6
CN(C(=O)c1cccc(NC(=O)C2CCN(C(=O)OC(C)(C)C)CC2)c1)C1CCC1
    2.9	4.2

Source: PubChem BioAssay
